PP5 primary: blocks human protein phosphatase 5 activity; P53041; purified PP5c, OMFP substrate fluorescence; inhibition, % at 6.7 µM; hit rate 0.18% among 320,000; AID 1987;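 active = inhibition above the campaign's mean inhibition across all tested compounds plus 3 SD, cut at about 9.5% in these data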;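 also: 0% = DMSO only and 100% = 100 µM cantharidin control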
Fh CTSL1 inh: blocks F. hepatica cathepsin L1 in PFM18AAP counter-screen | AID 1906 | hit rate 0.49% among 300,000 | recombinant F. hepatica cathepsin L1, Z-Leu-Arg-MCA fluorescence | inhibition, % at 5.96 µM;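 active = inhibition above the mean of all tested compounds plus 3 SD, set per screening campaign, cut at about 17% in these data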;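 also: 0% = plate median of test compound wells and 100% = 1 µM Z-Phe-Ala-diazomethylketone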
PP1 inh: counter-screen for PP5 inhibitors: inhibitors of human PP1-alpha | hit rate 0.9% among 320,000 | inhibition, % at 6.7 µM | purified PP1alpha, OMFP fluorescence | P62136;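 active = inhibition above the mean inhibition of all tested compounds plus 3 SD, computed separately for each screening campaign, cut at about 15% in these data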
Target sequence (P62136 whole entry, looked up): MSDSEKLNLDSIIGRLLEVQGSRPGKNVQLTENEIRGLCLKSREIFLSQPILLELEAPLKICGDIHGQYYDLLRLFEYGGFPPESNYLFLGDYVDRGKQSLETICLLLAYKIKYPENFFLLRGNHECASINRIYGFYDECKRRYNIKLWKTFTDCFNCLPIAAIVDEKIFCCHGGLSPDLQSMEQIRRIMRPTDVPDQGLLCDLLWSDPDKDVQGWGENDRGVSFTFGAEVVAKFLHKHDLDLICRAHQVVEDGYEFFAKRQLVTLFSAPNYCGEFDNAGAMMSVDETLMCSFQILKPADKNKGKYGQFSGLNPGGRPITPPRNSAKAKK
EBNA-1 inh: blocks EBNA-1 binding to DNA | EBNA-1 DNA binding, fluorescence polarization | inhibition, % at 14.8 µM | hit rate 0.34% among 300,000; in the data active = inhibition above about 28%
Efflux pump mplx: blocks antifungal efflux pumps in multiplex yeast assay; hit rate 0.44% among 330,000; S. cerevisiae Candida pump triplex, Nile Red efflux; inhibition, % at 10 µM; AID 485275;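 active = plate passing quality check with inhibition over a set limit, or well fluorescence over plate mean plus 4 SD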;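 also: Nile Red retained in pooled yeast measured as flow cytometry median fluorescence; 0% = buffer negative control and 100% = Enniatin B positive control; higher means more Nile Red kept so more efflux inhibition; some compounds called inactive have numbers as strong as hits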
PREPL inh: inhibitors of human prolyl oligopeptidase-like enzyme PREPL; Q4J6C6; recombinant PREPL, fluorescence polarization activity-based probe; inhibition, % at 5.96 µM; hit rate 0.68% among 320,000; AID 2751; in the data active = inhibition above about 43%;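 also: 0% = enzyme with DMSO and 100% = wells lacking enzyme; many of its hits are not listed in these tables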
Target sequence (Q4J6C6 whole entry, looked up): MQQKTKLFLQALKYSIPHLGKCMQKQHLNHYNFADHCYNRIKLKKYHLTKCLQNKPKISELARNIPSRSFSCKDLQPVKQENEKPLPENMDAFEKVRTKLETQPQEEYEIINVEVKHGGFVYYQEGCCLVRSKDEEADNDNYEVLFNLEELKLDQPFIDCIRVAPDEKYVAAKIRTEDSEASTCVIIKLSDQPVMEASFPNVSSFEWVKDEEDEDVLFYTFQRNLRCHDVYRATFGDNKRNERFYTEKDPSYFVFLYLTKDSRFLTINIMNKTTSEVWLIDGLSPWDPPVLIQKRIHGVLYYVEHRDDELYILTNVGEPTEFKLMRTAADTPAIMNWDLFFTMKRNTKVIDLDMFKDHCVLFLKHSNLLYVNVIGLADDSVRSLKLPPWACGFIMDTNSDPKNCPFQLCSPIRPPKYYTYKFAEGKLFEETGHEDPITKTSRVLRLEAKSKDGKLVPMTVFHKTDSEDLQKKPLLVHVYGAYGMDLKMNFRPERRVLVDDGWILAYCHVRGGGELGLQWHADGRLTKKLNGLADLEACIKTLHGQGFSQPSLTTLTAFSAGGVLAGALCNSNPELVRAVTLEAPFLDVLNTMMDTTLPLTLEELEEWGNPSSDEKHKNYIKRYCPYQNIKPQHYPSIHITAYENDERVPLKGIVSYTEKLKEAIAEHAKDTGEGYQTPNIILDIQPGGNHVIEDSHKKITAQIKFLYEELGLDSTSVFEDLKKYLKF
TPT1 inh: inhibitors of Candida albicans tRNA 2'-phosphotransferase TPT1; recombinant caTPT1, FP RNA substrate dephosphorylation; inhibition, % at 5 µM; hit rate 0.81% among 300,000;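 active = inhibition above the mean of all tested compounds plus 3 SD, set per screening campaign, cut at about 24% in these data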;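 also: plate controls were DMSO alone for no effect and ferristatin control at 100 nM for full effect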
ZTA DNA inh: counter-screen for EBNA-1 inhibitors: inhibitors of Epstein-Barr virus ZTA; hit rate 0.15% among 320,000; ZTA-DNA binding, fluorescence polarization; inhibition, % at 11 µM; in the data active = inhibition above about 33%
HCV core dimer: HCV core protein dimerization inhibition; AID 1899; hit rate 0.33% among 300,000; inhibition, % at 5 µM; TR-FRET GST/Flag-core106 dimerization, 1536-well;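 active = inhibition above the mean of all tested compounds plus 3 SD, set per screening campaign, cut at about 45% in these data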
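Material: Tagged HCV core106 pair (GST and Flag) | Amount: GST-core106 13.5 nM, Flag-core106 17 nM | Medium: KF-containing HEPES buffer, pH 7.45, DTT, CHAPS, BSA | Reagent: Eu donor and XL665 acceptor anti-tag antibodies | Schedule: 4 h at 22.5 °C | Technique: Time-resolved FRET, ex 340 nm, em 617 and 671 nm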
* = called active by the depositor; . = no result given. Only part of the results is shown; the hit share may differ from the screen's.

SMILES	PP5 primary	Fh CTSL1 inh	PP1 inh	EBNA-1 inh	Efflux pump mplx	PREPL inh	TPT1 inh	ZTA DNA inh	HCV core dimer
CC(C)CNC(=O)CCCc1c[nH]c2ccccc12	1.7	4	1	8	-0.2	2	-3	-8	-6
O=C(COc1ccc2ccccc2c1)NCC(=O)N/N=C/c1ccco1	0.9	1	-1	5	-0.3	17	-1	14	-2
Cn1cccc1Cc1nnc(SCC(=O)NC2CCCCC2)n1CCc1ccccc1	-0.5	2	-1	-3	-0.2	10	-3	9	8
CC(C)(C)OC(=O)NC(Cc1ccccc1)C(=O)N1CCC(C(=O)NCC(=O)Nc2ccc(F)cc2)CC1 (stereo not drawn)	-1.6	2	-2	-2	-0.2	15	-30	7	4
CCC1c2ccc(C)n2CCN1C(=O)Nc1ccc(F)cc1 (stereo not drawn)	3.3	-4	0	6	-0.1	8	-7	-20	-4
O=C(CCN1C(=O)c2ccccc2C1=O)Nc1sc2c(c1C(=O)NCC1CCCO1)CCC2 (stereo not drawn)	0.5	0	0	17	0.1	7	5	18	3
Cc1c(NC(=S)N/N=C/C=C/c2ccc([N+](=O)[O-])cc2)c(=O)n(-c2ccccc2)n1C	0.9	3	-7	3	0.5	13	-4	-9	2
COc1cc(/C=C/C(=O)O)ccc1OS(=O)(=O)c1cc(Br)ccc1C	0.2	.	6	.	-0.2	-17	.	5	.
COc1ccccc1N1CCN(CCN(C(=O)C2CCCCC2)c2ccccn2)CC1	2.0	-3	-6	0	0.2	1	0	3	5
O=C(NCCC(=O)N1CCN(c2cccc(Cl)c2)CC1)c1ccc(Br)cc1	3.5	.	1	.	-0.1	-23	.	-21	.
COc1cc(C2=Nc3c(c(C)nn3-c3ccccc3)P(=O)(N3CCOCC3)O2)cc(OC)c1OC (stereo not drawn)	1.2	1	1	-7	0.3	11	3	10	4
CCOc1ccccc1CN1CCN(C/C=C/c2ccc(OC)cc2)CC1CCO (stereo not drawn)	1.6	2	-2	-2	-0.1	31	-5	-11	0
CCc1nnc(NC(=O)CSc2nnc(Cc3ccccc3)n2-c2ccccc2)s1	3.8	-4	-2	1	-0.2	-7	0	-10	5
CCOc1ccc(NC(=O)C2CCCN(S(=O)(=O)c3ccc4[nH]c(=O)ccc4c3)C2)cc1 (stereo not drawn)	3.0	-2	1	13	-0.1	-3	0	-5	-2
Cc1nnc(SCC(=O)NCc2ccco2)n1Cc1ccccc1	-0.9	-2	-1	-3	-0.1	-2	-1	-1	-1
CCCCn1c(=O)c(F)cn(Cc2ccc(OC)c([N+](=O)[O-])c2)c1=O	3.5	-3	-3	-2	0.3	-4	2	-6	-7
O=C(NCC1CCCO1)c1cc(Br)c(Br)s1 (stereo not drawn)	-0.3	-1	-1	2	0.1	1	-2	-14	10
Cc1sc(-n2c(C)cc(/C=C3\SC(=S)NC3=O)c2C)c(C#N)c1C	0.5	4	12	8	0.0	-3	45*	18	-34
O=C(O)c1ccc(NS(=O)(=O)c2cccc(C(=O)Nc3cccc(C(=O)O)c3)c2)cc1	-0.3	3	2	-1	-0.1	0	-5	-17	-10
CC(Cc1ccco1)NC(=O)c1cccc(S(=O)(=O)N(C)C)c1 (stereo not drawn)	1.0	0	-3	-5	0.0	1	-3	9	2

Laid out differently: results already given.
Screens in order – PP5 primary	Fh CTSL1 inh	PP1 inh	EBNA-1 inh	Efflux pump mplx	PREPL inh	TPT1 inh	ZTA DNA inh	HCV core dimer
CC(C)(C)OC(=O)NC(Cc1ccccc1)C(=O)N1CCC(C(=O)NCC(=O)Nc2ccc(F)cc2)CC1 (stereo not drawn)
 : -1.6	2	-2	-2	-0.2	15	-30	7	4
COc1ccccc1N1CCN(CCN(C(=O)C2CCCCC2)c2ccccn2)CC1
 : 2.0	-3	-6	0	0.2	1	0	3	5
Cc1nnc(SCC(=O)NCc2ccco2)n1Cc1ccccc1
 : -0.9	-2	-1	-3	-0.1	-2	-1	-1	-1
Cn1cccc1Cc1nnc(SCC(=O)NC2CCCCC2)n1CCc1ccccc1
 : -0.5	2	-1	-3	-0.2	10	-3	9	8
O=C(COc1ccc2ccccc2c1)NCC(=O)N/N=C/c1ccco1
 : 0.9	1	-1	5	-0.3	17	-1	14	-2

A portion of the results above:
SMILES	PP5 primary	Fh CTSL1 inh	PP1 inh	EBNA-1 inh	Efflux pump mplx	PREPL inh	TPT1 inh	ZTA DNA inh	HCV core dimer
Cc1nnc(SCC(=O)NCc2ccco2)n1Cc1ccccc1	-0.9	-2	-1	-3	-0.1	-2	-1	-1	-1
CCCCn1c(=O)c(F)cn(Cc2ccc(OC)c([N+](=O)[O-])c2)c1=O	3.5	-3	-3	-2	0.3	-4	2	-6	-7
O=C(NCC1CCCO1)c1cc(Br)c(Br)s1 (stereo not drawn)	-0.3	-1	-1	2	0.1	1	-2	-14	10
Cc1sc(-n2c(C)cc(/C=C3\SC(=S)NC3=O)c2C)c(C#N)c1C	0.5	4	12	8	0.0	-3	45*	18	-34
O=C(O)c1ccc(NS(=O)(=O)c2cccc(C(=O)Nc3cccc(C(=O)O)c3)c2)cc1	-0.3	3	2	-1	-0.1	0	-5	-17	-10
CC(Cc1ccco1)NC(=O)c1cccc(S(=O)(=O)N(C)C)c1 (stereo not drawn)	1.0	0	-3	-5	0.0	1	-3	9	2

The results go on:
SMILES	PP5 primary	Fh CTSL1 inh	PP1 inh	EBNA-1 inh	Efflux pump mplx	PREPL inh	TPT1 inh	ZTA DNA inh	HCV core dimer
COc1cc(C2NC(=S)NC3=C2CCc2ccccc23)cc(OC)c1OC (stereo not drawn)	2.3	1	0	16	-0.5	14	-4	3	2
COc1ccc(C(=O)Oc2ccc3c(c2)OCO3)cc1OC	-1.6	-5	1	-3	0.2	17	0	2	-4
O=C1N=C(N2C=CC(=C3C=CNC=C3)C=C2)/C(=C/N=NC(=O)c2ccccc2)S1	1.8	6	3	7	-0.2	1	0	3	-43
O=S(=O)(NCc1ccccc1F)NCc1ccccc1F	3.3	-3	-3	0	0.0	11	3	-4	-7
O=C(COC(=O)C1=COCCO1)Nc1cccc(S(=O)(=O)N2CCOCC2)c1	1.5	-9	-3	-4	0.0	6	1	-3	-2
CCn1nc(NC(=O)c2ccncc2)c2cc3cc(C)ccc3nc21	0.2	3	-1	2	0.1	6	0	12	-35
CC(=O)NCCNC(=O)CNC(=O)c1ccc(Cl)cc1	0.8	0	1	-7	0.8	2	2	-5	2
CCOC(=O)C1=C(CN2CCN(C(=O)c3ccco3)CC2)NC(=O)NC1c1ccc(C)cc1 (stereo not drawn)	-0.5	-4	-4	-7	0.0	10	-3	6	4
O=C(NCc1ccc(C(F)(F)F)cc1)C1CC(c2ccccc2[N+](=O)[O-])=NO1 (stereo not drawn)	3.9	-2	-4	-6	-0.2	-4	-1	-4	2
CC(NCc1cccc(OCc2ccccc2)c1)C(O)c1ccccc1 (stereo not drawn)	-1.3	3	0	4	-0.1	25	-2	-7	-14
CCCCn1c(CCNC(=O)c2ccco2)nc2ccccc21	-0.7	4	-3	10	0.0	12	-3	-17	-11
C/C(=N\NC(=O)CSc1ncccn1)c1ccc2c(c1)OCCO2	2.5	0	-2	-19	0.1	-6	-1	7	-1
O=C(NC1Cc2ccccc2C1)c1cc(COc2ccc(F)cc2Cl)on1	-1.4	1	0	12	0.0	-4	-5	7	8
Cc1ccc(COC(=O)CCCN=C2NS(=O)(=O)c3ccccc32)cc1	-2.3	-5	-3	-11	-0.1	-10	4	-11	3
CCc1cc(C(=O)NC2CCCN(Cc3ccccc3F)C2)n(C)n1 (stereo not drawn)	0.2	5	-2	-10	0.1	0	-2	0	0
COC(=O)c1ccc(/C=C2/SC(=S)N(CCCC(=O)Nc3ccccn3)C2=O)cc1	0.4	3	2	-15	1.0	1	2	6	6
O=C(CSc1nnc(CSc2nc3ccccc3s2)o1)NC1CCCCC1	-1.0	4	-1	-2	-0.3	18	-4	7	2
Cc1noc(NS(=O)(=O)c2ccc(N3Cc4ccccc4C3=O)cc2)c1C	-0.3	-1	-4	10	0.0	5	-1	20	9
O=C(NC1CCCC1)c1cc2nc(-c3ccccc3)cc(-c3ccccc3)n2n1	-1.9	-3	0	-1	0.1	-15	0	17	2
CCCc1ccc(-c2cc(N)n[nH]2)cc1	-2.7	1	2	5	-0.1	-2	0	-10	-2
CCNc1nc(NC(C)C)nc(N(C#N)Cc2ccccc2)n1	-1.9	4	1	7	0.0	6	-3	19	9
CCN1CCN(Cc2ccc(NC(=O)c3cc(NC(=O)c4cnnc5ccccc45)cc(OC)c3)cc2C(F)(F)F)CC1	2.3	-1	4	6	0.0	0	0	8	3
CC(C)CCC1(CCNC(C)c2cccs2)CCOC(C)(C)C1 (stereo not drawn)	4.1	1	0	2	0.2	-9	1	-8	-4
Oc1ccc(/C=N/n2c(COc3ccccc3)n[nH]c2=S)cc1O	0.4	-2	-2	10	-0.2	-10	-2	-17	0
CCCc1nnc(SCC(=O)N2CCCC2)n1Cc1ccco1	-0.3	2	5	-7	0.0	-1	1	-7	-4
CC1CCCCN1S(=O)(=O)c1ccc(C(=O)N2CCOCC2)cc1 (stereo not drawn)	-6.7	3	6	-11	-0.1	1	0	-6	-18
Cc1cc(OCC(=O)Nc2cccnc2)c2c(C)cc(=O)oc2c1	2.3	0	2	4	0.0	-4	0	10	1
O=C(Nc1ccccn1)c1ccc(Cl)c(S(=O)(=O)N2CCCCCC2)c1	0.9	0	-1	-2	0.1	-10	1	2	1
COc1ccc(-c2c(C)nn3c(C)cc(C)nc23)cc1	-0.7	-1	-2	-11	0.1	-6	0	9	1
CCCn1c(NC(=O)CCNC(=O)c2ccccc2Cl)nc2ccccc21	-2.0	.	-3	.	0.2	5	.	12	.
N#Cc1c(-c2ccccc2)nc(-c2ccccc2)nc1N1CCOCC1	1.7	-1	7	-4	0.1	5	5	-7	4
Cc1cccc(NC(=S)NC(=O)c2ccc(Br)o2)c1C	1.4	-1	0	-10	0.1	-5	2	16	0
Nn1c(SCc2cccc(Cl)c2)nnc1-c1ccncc1	2.3	-5	-6	-13	0.1	11	-3	-13	0
COCCOC(=O)C1=C(C)OC(N)=C(C#N)C1c1cc2cccc(C)c2nc1Cl (stereo not drawn)	0.1	-6	-4	-3	0.0	3	3	1	3
NNC(=O)C1=NOC(CNc2ncc(C(F)(F)F)cc2Cl)C1 (stereo not drawn)	2.3	-3	1	11	0.1	4	-3	1	-3
NNc1nc2ccc(F)cc2s1	1.6	-3	-1	3	-0.1	20	0	16	1
O=C(NCc1cccc(Cl)c1)C1CCCO1 (stereo not drawn)	1.3	1	0	-8	0.1	-4	2	-9	1
CC1CC(NC2=NCCS2)CC(C)(C)C1 (stereo not drawn)	-0.8	-3	0	1	0.0	-6	2	-7	-2
COc1cc(/C=C2\SC(=S)N(CCCCC(=O)O)C2=O)ccc1OS(=O)(=O)c1ccc(C)cc1	0.9	2	31*	8	-0.1	9	-1	3	15
CC(=O)c1ccc(S(=O)(=O)N2CCN(CC(=O)NC(=O)NC3CCCCC3)CC2)cc1	0.3	.	-2	.	0.3	4	.	-4	.
CCCCn1c(=O)cc(N2CCOCC2)[nH]c1=O	2.9	-4	-1	7	0.0	6	3	6	7
O=C(NNS(=O)(=O)c1ccccc1)c1cc2cc3ccccc3nc2s1	1.6	2	4	-31	0.4	-3	1	-10	-5

Source: PubChem (several laboratories)
